Assay outcomes as filed in PubChem BioAssay.
RTF Ca sens inh – cardiac RTF calcium desensitization; IANBD-labeled cardiac RTF, Ca2+ fluorescence; inhibition, % at 7.15 µM; 0.12% of 340,000 active; AID 493244; P19429+P45379;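 active means inhibition above the mean inhibition of all tested compounds plus 3 SD, cut at about 17% in these data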;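 further: assay run at fixed EC70 calcium of 1.6 mM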
C-LANA FP – inhibitors of KSHV LANA C-terminal domain DNA binding | MBP-C-LANA/FAM-LBS DNA binding, fluorescence polarization | inhibition, % at 9 µM | 0.078% of 340,000 active;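 active means highest replicate inhibition at or above 60% at 9 µM, even if other replicates fall short; inactive means all replicates below 60% inhibition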;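 further: 0% = neutral control wells and 100% = 4 µM acridine orange control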
CAL PDZ FP-1 – inhibitors of human CAL PDZ peptide binding; purified CAL PDZ, TMR-peptide fluorescence polarization, 1 h; inhibition, % at 24.9 µM; 0.92% of 300,000 active; AID 602252;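 active means mean inhibition of at least 30% with at least half of replicates also reaching 30%; inconclusive means no clear call, values can overlap the other calls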;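 further: 0% = DMSO neutral control and 100% = excess unlabeled competitor peptide PRC23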
SR-BI DiI-HDL act – activators of SR-BI mediated HDL lipid uptake. CHO ldlA[mSR-BI] cells, DiI-HDL uptake fluorescence, 3 h; 100 = double the neutral-control signal. activation, % at 12.5 µM. 0.096% of 320,000 active. AID 504775;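 active means mean replicate activation of at least 60% and every replicate at or above 60%; inconclusive means mean or all-replicate condition met, but not both; inactive means mean below 60% and not all replicates reaching 60%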;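 further: 0% = median plate neutral-control signal and 100% = twice that signal; values of inactives mirror those of a sister screen read the other way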
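Test system: SR-BI-overexpressing, LDLR-lacking CHO cells; Medium: Ham's F12 with 0.5% BSA, HEPES 25 mM, pH 7.4; Schedule: 3 h, 37 °C; Technique: bottom-read fluorescence, 550/595 nm.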
CAL PDZ FP-2 – blocks peptide binding to human CAL PDZ domain | Q9HD26 | purified CAL PDZ, TMR-peptide fluorescence polarization, 1 h | inhibition, % at 20 µM | 0.02% of 330,000 active | AID 504414;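 active means highest replicate inhibition of at least 40%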;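 further: plate controls were DMSO neutral control wells for no effect and unlabeled competitor peptide control wells for full effect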
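Material – purified CerCALP PDZ construct · Detection – FP readout, S and P plane fluorescence · Measure – percent inhibition from loss of millipolarization · Controls – unlabelled peptide for full inhibition, DMSO wells as neutral · Probe or stimulus – TMR-labelled reporter peptide T*-PRC34 bound in PDZ groove · Times – 1 h at RT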
DAGLB inh – diacylglycerol lipase beta (human) inhibition; Q8NCG7; HEK293T DAGLB membrane lysate, EnzChek fluorogenic substrate; inhibition, % at 5.17 µM; 0.059% of 340,000 active; AID 504411; in the data active means inhibition above about 34%;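 further: 0% = enzyme with vehicle and 100% = wells lacking enzyme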
PKA-R2B act – activators of human PKA-R2B complex | PKA-R2B holoenzyme dissociation, Cy5-IP20 fluorescence polarization; R2B truncated from residue 108, S112A mutant; 0% DMSO only, 100% 113 µM cGMP | activation, % at 11.4 µM | 0.079% of 340,000 active | AID 504700;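 active means activation above a cutoff set at the mean over all compounds plus 3 SD, cut at about 18% in these data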;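 further: higher means more holoenzyme dissociation and a rise in polarization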
Keap1 Nrf2 FP – inhibitors of human Keap1-Nrf2 protein-protein interaction; Q14145; Keap1 Kelch-Nrf2 peptide fluorescence polarization, 1536-well; inhibition, % at 9.4 µM; 0.15% of 340,000 active; AID 504523; in the data active means inhibition above about 12%; inconclusive means no clear call, values can overlap the other calls; inactive means below about 7.3%;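 further: human Keap1 Kelch domain with fluorescein labeled Nrf2 9mer peptide probe; 0% = neutral control wells and 100% = peptide positive control; higher means more block of Keap1 binding to Nrf2 peptide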
Target sequence (Q14145 whole entry, looked up, the tested form may be a part): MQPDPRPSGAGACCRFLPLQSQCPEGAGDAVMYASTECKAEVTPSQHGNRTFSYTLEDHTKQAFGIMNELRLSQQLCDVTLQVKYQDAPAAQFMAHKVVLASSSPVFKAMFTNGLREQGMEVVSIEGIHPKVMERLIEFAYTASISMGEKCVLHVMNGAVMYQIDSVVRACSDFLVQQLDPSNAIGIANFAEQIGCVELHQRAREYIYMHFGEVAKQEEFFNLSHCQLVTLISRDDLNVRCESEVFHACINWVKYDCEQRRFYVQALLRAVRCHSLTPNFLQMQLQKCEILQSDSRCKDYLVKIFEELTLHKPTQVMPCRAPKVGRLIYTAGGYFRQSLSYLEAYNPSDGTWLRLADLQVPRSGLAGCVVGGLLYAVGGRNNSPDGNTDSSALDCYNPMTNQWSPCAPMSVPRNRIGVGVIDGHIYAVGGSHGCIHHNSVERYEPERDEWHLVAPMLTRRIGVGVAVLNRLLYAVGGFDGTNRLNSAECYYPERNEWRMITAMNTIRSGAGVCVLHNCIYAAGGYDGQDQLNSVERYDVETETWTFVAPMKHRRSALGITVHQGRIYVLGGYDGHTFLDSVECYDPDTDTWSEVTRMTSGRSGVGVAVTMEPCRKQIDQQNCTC
Rtt109 HAT inh – blocks Candida albicans Rtt109/Vps75 acetyltransferase activity; Q5AAJ8; purified Rtt109/Vps75, ThioGlo CoA-SH fluorescence, 4 h; inhibition, % at 34.9 µM; 0.16% of 330,000 active;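 active means inhibition of at least 50% in every replicate; inconclusive means best replicate reaches 50% inhibition but some replicates fall short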
Target sequence (Q5AAJ8 whole entry, looked up): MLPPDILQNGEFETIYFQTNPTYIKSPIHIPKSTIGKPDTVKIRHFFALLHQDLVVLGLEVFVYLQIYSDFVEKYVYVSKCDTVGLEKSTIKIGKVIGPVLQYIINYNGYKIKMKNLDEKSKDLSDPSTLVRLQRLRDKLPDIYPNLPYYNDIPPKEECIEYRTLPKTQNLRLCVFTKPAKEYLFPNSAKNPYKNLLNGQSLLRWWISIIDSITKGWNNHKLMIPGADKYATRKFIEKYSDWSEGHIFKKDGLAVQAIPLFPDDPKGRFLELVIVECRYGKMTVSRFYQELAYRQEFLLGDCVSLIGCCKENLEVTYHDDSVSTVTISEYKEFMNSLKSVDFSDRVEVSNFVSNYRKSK
RTF Ca sens act – cardiac RTF calcium sensitization; IANBD-labeled TnC RTF fluorescence at EC20 calcium; 0% EC20 calcium, 100% full calcium; activation, % at 7.2 µM; 0.24% of 340,000 active; AID 493008;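 active means activation above the mean over all tested compounds plus 3 SD, cut at about 30% in these data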;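 further: rise in fluorescence read as greater calcium sensitivity of cardiac thin filaments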
* hit, by the source's call; ? = inconclusive; nt = no result given.

canonical_smiles | RTF Ca sens inh | C-LANA FP | CAL PDZ FP-1 | SR-BI DiI-HDL act | CAL PDZ FP-2 | DAGLB inh | PKA-R2B act | Keap1 Nrf2 FP | Rtt109 HAT inh | RTF Ca sens act
COc1ccc(NC(=O)CC2C(=O)N(c3ccc(OC)cc3)C(=S)N2NC(=O)c2cccc(F)c2)cc1 (centres undefined) | 11 | -1.1 | 2 | 28 | -3.1 | -1 | 6 | 1 | -13 | -5
CCOc1cc2c(C#N)c(N3CCCCC3)nc(N)c2c(N)n1 | -9 | 0.3 | nt | -23 | 0.8 | 1 | 6 | -1 | -3 | 3
O=S1c2ccccc2Sc2ccccc21 | -5 | 1.1 | -5 | 22 | -0.2 | -1 | -9 | -1 | 2 | -8
CN(c1cccnc1)c1ncnc2[nH]ncc12 | -4 | 0.3 | -1 | 12 | -2.1 | 0 | -1 | 2 | 3 | 2
COc1ccc(-n2c(C)cc(C(=O)COC(=O)Cn3cnc4ccccc43)c2C)cc1 | -5 | 3.3 | -2 | 5 | -2.6 | 3 | -4 | 4 | 8 | -1
O=C(NCCCN1CCCC1=O)Nc1ccc(Cl)cc1Cl | -8 | 1.6 | -1 | 11 | -2.1 | -2 | 7 | 1 | -8 | -1
O=C(O)C1=C[C@@H](c2ccc(C(F)(F)F)cc2)C[C@@H](OCCCCO)O1 | -2 | 0.3 | -1 | 16 | 1.8 | -1 | -7 | -4 | 2 | -1
N=C1/C(=C\c2ccc(-c3cc(Cl)cc(Cl)c3)o2)C(=O)N=C2SC=C(c3ccccc3)N12 | -14 | 2.1 | 2 | -46 | -2.3 | 3 | -9 | -2 | -4 | -3
Cc1cc(C(=O)N/N=C2\CCCC(=O)C2)c2ccccc2n1 | -2 | 4.7 | 0 | 0 | -0.9 | -3 | 5 | -1 | 1 | -1
COc1cc(NC(=O)c2cccc(C)c2)c(OC)cc1NC(=O)CN1CCCCC1 | -12 | 0.5 | 6 | -52 | -0.6 | -3 | -7 | 0 | 0 | -2
COc1cc(NC(=O)c2ccc(OCc3c(C)noc3C)c(OC)c2)cc(OC)c1 | -5 | 2.7 | -1 | -86 | -6.0 | -1 | -7 | -4 | -1 | 1
COc1ccc(NC(=O)CSc2nnc(C3CCCCC3)n2-c2ccccc2)cc1 | -8 | -1.7 | -8 | -18 | -2.0 | 0 | 3 | 2 | 6 | -2
COCCNC(=S)NNC(=O)CSCc1ccc(Cl)cc1Cl | -2 | 1.5 | nt | -28 | -0.9 | 1 | 3 | 1 | 5 | -1
CCOC(=O)C1C(=O)C=C(c2cccc(NS(C)(=O)=O)c2)CC1c1ccco1 (centres undefined) | -12 | 1.5 | -3 | -28 | -2.3 | 2 | 0 | -3 | -1 | 2
O=C(/C=C/c1ccc(F)cc1)NC(=S)NNC(=O)c1cccnc1 | -8 | -1.9 | 6 | 33 | -0.4 | 2 | 2 | 1 | -5 | 3
CCOC(=O)N1CCC(NC(=O)C2CCCN(C(=O)c3cc4sccc4n3C)C2)CC1 (centres undefined) | -7 | -0.1 | -2 | -40 | -0.4 | -3 | 1 | -2 | 4 | -1
COc1ccc(S(=O)(=O)N2CCOC23CCN(S(=O)(=O)c2cc(F)ccc2F)CC3)cc1 | 10 | 1.4 | -4 | 16 | -1.8 | 0 | 1 | -6 | 0 | 2
Cc1csc2nc(COC(=O)c3ccc(Cl)c([N+](=O)[O-])c3)cc(=O)n12 | 0 | -0.7 | nt | 11 | -0.8 | -1 | 0 | 1 | ? | -6
CN(C(=O)Nc1ccccc1)C1CCCCC1 | -6 | -1.4 | 1 | 9 | -0.7 | 0 | -6 | 0 | -11 | 3
CCOC(=O)C1(CCc2ccccc2)CCN(Cc2ccccn2)CC1 | -3 | -0.3 | -3 | -3 | nt | -2 | -11 | -1 | -7 | 9
Cc1ccc(-n2nc3c(c2NC(=O)c2ccccc2Br)CS(=O)C3)cc1 (centres undefined) | -3 | 0.0 | 7 | -8 | 0.1 | 3 | -8 | -2 | -1 | 1
COc1cccc(NC(=O)Cc2c(O)c3ccccc3[nH]c2=O)c1 | 0 | 0.3 | 0 | 10 | -0.4 | -6 | -7 | -3 | -7 | 4
CCCCOc1c(Cl)cc(CNC(C)(C)CO)cc1OCC | -4 | 0.7 | -4 | -13 | 0.9 | 0 | -10 | -1 | 3 | -8
O=C(O)Cn1c(=O)c2c3c(sc2n(Cc2ccc(Cl)cc2Cl)c1=O)CCCC3 | -9 | -0.9 | -7 | 22 | -5.5 | 11 | -2 | 2 | nt | 2
CCOc1cccc2cc(C(N)=O)c(=N)oc12 | -9 | -0.1 | -5 | -12 | -0.3 | -3 | 9 | 0 | 12 | -1
Cc1ccc(C(=O)Nc2cccc(NC(=O)c3cccs3)c2)c(C)c1 | -7 | -4.3 | -15 | -30 | -2.4 | -2 | -6 | -1 | -6 | 1
COc1ccc(C2CC(c3cccs3)=NN2C(=O)c2ccc(Br)o2)cc1 (centres undefined) | -34 | 0.4 | 1 | -11 | -1.6 | -2 | -1 | -3 | -8 | 5
COc1ccc(-c2csc3ncnc(N4CCN(c5ccccc5O)CC4)c23)cc1 | -1 | -0.6 | -5 | -23 | -2.2 | 4 | -5 | 1 | -1 | -3
CC(C)CCNC(=O)NC(=O)CSc1ncccn1 | 3 | -0.3 | -8 | -9 | 0.4 | 0 | 2 | -1 | -1 | 5
COc1cc2c(cc1OC)CN(c1ccc(C(N)=O)cc1[N+](=O)[O-])CC2 | -7 | 4.0 | nt | nt | -2.6 | 1 | -15 | -4 | 2 | -4

11 of these compounds in a different format.
Results follow in this order: RTF Ca sens inh	C-LANA FP	CAL PDZ FP-1	SR-BI DiI-HDL act	CAL PDZ FP-2	DAGLB inh	PKA-R2B act	Keap1 Nrf2 FP	Rtt109 HAT inh	RTF Ca sens act
CCOC(=O)C1(CCc2ccccc2)CCN(Cc2ccccn2)CC1
 : -3	-0.3	-3	-3	nt	-2	-11	-1	-7	9
Cc1ccc(-n2nc3c(c2NC(=O)c2ccccc2Br)CS(=O)C3)cc1 (centres undefined)
 : -3	0.0	7	-8	0.1	3	-8	-2	-1	1
COc1cccc(NC(=O)Cc2c(O)c3ccccc3[nH]c2=O)c1
 : 0	0.3	0	10	-0.4	-6	-7	-3	-7	4
CCCCOc1c(Cl)cc(CNC(C)(C)CO)cc1OCC
 : -4	0.7	-4	-13	0.9	0	-10	-1	3	-8
O=C(O)Cn1c(=O)c2c3c(sc2n(Cc2ccc(Cl)cc2Cl)c1=O)CCCC3
 : -9	-0.9	-7	22	-5.5	11	-2	2	nt	2
CCOc1cccc2cc(C(N)=O)c(=N)oc12
 : -9	-0.1	-5	-12	-0.3	-3	9	0	12	-1
Cc1ccc(C(=O)Nc2cccc(NC(=O)c3cccs3)c2)c(C)c1
 : -7	-4.3	-15	-30	-2.4	-2	-6	-1	-6	1
COc1ccc(C2CC(c3cccs3)=NN2C(=O)c2ccc(Br)o2)cc1 (centres undefined)
 : -34	0.4	1	-11	-1.6	-2	-1	-3	-8	5
COc1ccc(-c2csc3ncnc(N4CCN(c5ccccc5O)CC4)c23)cc1
 : -1	-0.6	-5	-23	-2.2	4	-5	1	-1	-3
CC(C)CCNC(=O)NC(=O)CSc1ncccn1
 : 3	-0.3	-8	-9	0.4	0	2	-1	-1	5
COc1cc2c(cc1OC)CN(c1ccc(C(N)=O)cc1[N+](=O)[O-])CC2
 : -7	4.0	nt	nt	-2.6	1	-15	-4	2	-4

Continuation.
canonical_smiles | RTF Ca sens inh | C-LANA FP | CAL PDZ FP-1 | SR-BI DiI-HDL act | CAL PDZ FP-2 | DAGLB inh | PKA-R2B act | Keap1 Nrf2 FP | Rtt109 HAT inh | RTF Ca sens act
Cc1cc(C)cc(C(=O)Oc2coc(CSc3nnc(NC(=O)C4CC4)s3)cc2=O)c1 | -12 | -0.2 | -8 | -2 | -0.8 | 4 | -8 | -2 | -11 | 11
COc1cc(C(=O)N2CCN(C3CCC(C)CC3)CC2)cc(OC)c1OC (centres undefined) | -3 | 0.1 | nt | 1 | 0.1 | 0 | -6 | -2 | -2 | -3
Cc1ccc(NC(=S)NCCN(C2CCCCC2)C2CCCC2)cc1C | -3 | 0.5 | -7 | -12 | -1.9 | 2 | -9 | 2 | 8 | 4
COC(=O)CCc1sc(Nc2ccc(Br)cc2)nc1-c1ccc(OC)cc1 | 21* | 0.4 | 3 | -87 | -0.9 | -2 | -5 | -2 | -3 | -6
CN(C)c1ccc(NC(=O)COC(=O)c2ccc3c(c2)OCO3)cc1 | -2 | -2.0 | -4 | -4 | -0.6 | -1 | 7 | -2 | 4 | -10
CCCc1cc(=O)oc2c(C)c(OCC(=O)NCCCn3ccnc3)ccc12 | 0 | -2.1 | 6 | 1 | 0.5 | 2 | -4 | -4 | 21 | -6
CC(=O)N1c2ccc(S(=O)(=O)N3CCC(C(=O)N4CCN(c5cccc(C(F)(F)F)c5)CC4)CC3)cc2CC1C (centres undefined) | -5 | 1.2 | 0 | -36 | -3.3 | 5 | -2 | 0 | 31 | -9
COc1ccc(C(=O)N2CC3(C)C4CCC3(C)C2(C#N)C4)cc1OC (centres undefined) | -11 | 1.6 | -5 | 8 | 0.4 | -1 | -6 | -2 | -5 | -1
CSCCC(NC(=O)c1ccco1)C(=O)NNC(=O)c1n[nH]c(=O)c2ccccc12 (centres undefined) | 0 | 0.7 | -9 | 27 | -0.9 | -1 | 3 | 0 | -16 | 4
Cc1ccc2c(c1)NCCO2 | -6 | -1.7 | nt | 6 | -2.3 | 2 | 0 | 2 | -8 | -1
CC1(C)Cc2c(sc(N)c2C#N)C(C)(C)N1 | -2 | -0.8 | 1 | 13 | 0.4 | 1 | 2 | 0 | -5 | -1

Record cards, as listed above. Order of values: RTF Ca sens inh, C-LANA FP, CAL PDZ FP-1, SR-BI DiI-HDL act, CAL PDZ FP-2, DAGLB inh, PKA-R2B act, Keap1 Nrf2 FP, Rtt109 HAT inh, RTF Ca sens act
Entry for CN(C(=O)Nc1ccccc1)C1CCCCC1 → -6, -1.4, 1, 9, -0.7, 0, -6, 0, -11, 3
Entry for Cc1csc2nc(COC(=O)c3ccc(Cl)c([N+](=O)[O-])c3)cc(=O)n12 → 0, -0.7, nt, 11, -0.8, -1, 0, 1, ?, -6
